m5-HT2A agonist = mouse Htr2a agonists via beta-arrestin recruitment, primary screen, cell-based, luminescence; CHO-K1 mHTR2A beta-arrestin complementation; percent of 30 µM serotonin response; 5-hydroxytryptamine receptor 2A (Mus musculus), P35363; activation, % at 7.6 µM; AID 624169, 2012; actives 0.66% (n = 360,000);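 active = activation above a run cutoff, the mean activation of all tested compounds plus 3 SD, cut at about 14% in these data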;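 note: 0% = plate median of compound wells and 100% = 30 µM serotonin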
Cardio protect = cardioprotection against H2O2-induced cell death, primary screen, uHTS, H9c2 cells, ATPLite luminescence. H9c2 cardiomyocytes, H2O2 injury protection, 2 h. protection from H2O2 cell death, % at 20 µM. actives 0.63% (n = 360,000). AID 588492, 2011;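 active = compounds giving at least 50% protection of heart cells from peroxide-induced death in the single-dose screen, raw or plate-pattern-corrected value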;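 note: 0% = DMSO wells with peroxide and 100% = DMSO wells without peroxide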
TRPM1 prom inh = inhibitors of MITF-dependent TRPM1 promoter reporter, primary screen, cell-based, SK-MEL-5, single point, luciferase; SK-MEL-5 TRPM1 promoter luciferase, 24 h; inhibition, % at 12.5 µM; actives 0.83% (n = 330,000);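 active = mean inhibition across replicates of 60% or more, whatever share of single replicates reaches that level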; note: values of inactives mirror those of a sister screen read the other way
CaV13 FRET inh = Disruptors of the CACNA1D IQ motif to Ca2+-dependent inactivation inhibitor domain association, primary screening, Förster resonance energy transfer in intact living …; HEK cells, CFP/YFP FRET ICDI-IQ, plate reader, 10 min; percent FRET-ratio fall versus neutral wells; inhibition, % at 12.3 µM; actives 0.098% (n = 340,000); AID 743397;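 active = mean replicate inhibition of at least 30% and at least 1% of replicates passing that level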;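 note: 0% = median of the neutral control wells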
hiPSC survival = enhancers of single-cell hiPSC survival, primary screen, ATPlite luminescence; actives 0.044% (n = 360,000); survival enhancement, % at 20 µM; 100% = ROCK inhibitor wells, 0% = DMSO; in the data active = survival enhancement above about 18%;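 note: cells exposed to compounds for 16 hours before the ATP read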
PDI turbidity = inhibitors of human PDI, primary screen, biochemical, turbidity, single point, plate reader; Protein disulfide-isomerase (Homo sapiens), P07237; PDI insulin aggregation turbidity, A650, 90 min; inhibition, % at 10 µM; actives 0.052% (n = 350,000); AID 588391, 2011;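 active = mean inhibition across replicates of 30% or more, whatever share of single replicates reach that level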;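 note: absorbance from insulin aggregation driven by PDI reduction with DTT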
Target sequence (P07237 whole entry, looked up): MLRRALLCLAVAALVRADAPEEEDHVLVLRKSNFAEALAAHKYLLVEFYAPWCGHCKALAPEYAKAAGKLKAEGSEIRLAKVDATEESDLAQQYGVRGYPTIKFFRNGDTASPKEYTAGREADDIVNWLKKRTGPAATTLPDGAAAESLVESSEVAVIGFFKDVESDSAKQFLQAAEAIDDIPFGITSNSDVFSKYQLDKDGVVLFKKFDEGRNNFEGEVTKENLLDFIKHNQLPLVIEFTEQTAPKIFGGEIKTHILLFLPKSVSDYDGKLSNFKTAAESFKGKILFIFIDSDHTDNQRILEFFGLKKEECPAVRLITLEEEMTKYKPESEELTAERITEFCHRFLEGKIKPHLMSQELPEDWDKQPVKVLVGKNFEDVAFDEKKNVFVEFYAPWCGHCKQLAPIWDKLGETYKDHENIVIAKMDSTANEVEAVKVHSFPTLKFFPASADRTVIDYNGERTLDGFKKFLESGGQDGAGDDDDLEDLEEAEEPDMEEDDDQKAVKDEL
Shn3 inh set2 = reduction of Shn3 3'UTR firefly luciferase signal, primary screen, Schnurri-3 inhibitor project, cell-based, Clone20 osteoblasts, set 2; Clone20 osteoblast Shn3 3'UTR firefly luciferase, 24 h; inhibition, % at 12.5 µM; actives 0.52% (n = 360,000);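 active = mean inhibition of at least 75% with every replicate also reaching 75%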;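 note: 0% = median of neutral control wells and 100% = pilot-screen positive control compound; some compounds past the cut are filed as inactive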
NR2E3 ag-1 = inhibitors of NR2E3-RetCOR corepressor binding, primary screen, NR2E3 agonist project, biochemical, TR-FRET, GST-NR2E3, biotin-RetCOR; Photoreceptor-specific nuclear receptor (Homo sapiens), Q9Y5X4; AID 2300, 2010; 1536-well; inhibition of corepressor binding, % at 4.78 µM; actives 0.12% (n = 320,000);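 active = percent inhibition above the cutoff of mean plus 3 SD of all tested compounds, set per screening campaign, cut at about 20% in these data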;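 note: 0% = DMSO wells and 100% = biotin wells as full block of FRET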
Target sequence (Q9Y5X4 whole entry, looked up): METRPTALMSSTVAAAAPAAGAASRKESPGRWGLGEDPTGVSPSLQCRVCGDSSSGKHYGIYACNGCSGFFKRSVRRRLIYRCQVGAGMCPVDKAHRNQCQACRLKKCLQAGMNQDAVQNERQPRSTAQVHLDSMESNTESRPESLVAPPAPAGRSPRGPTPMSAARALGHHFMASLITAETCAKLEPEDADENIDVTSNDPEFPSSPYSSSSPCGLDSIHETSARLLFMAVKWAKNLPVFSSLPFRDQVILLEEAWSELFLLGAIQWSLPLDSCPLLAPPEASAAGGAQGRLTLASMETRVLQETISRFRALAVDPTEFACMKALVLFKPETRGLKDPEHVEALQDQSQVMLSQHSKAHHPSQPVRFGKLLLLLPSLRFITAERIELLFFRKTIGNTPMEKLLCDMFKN
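system = GST-tagged NR2E3 plus biotinylated RetCOR corepressor | input = 1.35 nM GST-NR2E3 | also added = 7 nM biotin-RetCOR | schedule = 5 h incubation at 4 °C | measured by = TR-FRET with europium anti-GST and streptavidin-D2, 340 nm excitation | read-out = percent loss of FRET ratio relative to control wells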
NR2E3 ag-2 = NR2E3 agonists in two-hybrid cells, primary screen, cell-based, luminescence, CHO-S, Gal4-NCOR/VP16-NR2E3; actives 0.35% (n = 360,000); luciferase; AID 602229, 2012; inhibition of corepressor binding, % at 3.98 µM; Photoreceptor-specific nuclear receptor (Homo sapiens), Q9Y5X4;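 active = inhibition above the mean of all tested compounds plus 3 SD, cut at about 70% in these data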;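 note: 0% = DMSO with NR2E3 transfected cells and 100% = cells lacking NR2E3 construct; higher means lower luciferase signal from less NR2E3 corepressor binding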
Peg3 promoter = Peg3 promoter-driven luciferase inhibitors, primary screen, cell-based, HeLa, luciferase luminescence; HeLa PEG-Prom luciferase reporter, overnight; inhibition, % at 20 µM; actives 1.7% (n = 360,000);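 active = inhibition of at least 50% at 20 µM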
HIF-2a block = HIF-2a reporter inhibitors, primary screen, luminescence, 786-0 RCC cells. 786-0 RCC cells HIF-2a reporter, luciferase luminescence, overnight. inhibition, % at 18.8 µM. actives 0.72% (n = 360,000);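 active = inhibition of the luminescence signal of 40% or more relative to plate controls, in a single-dose primary screen at 18.75 µM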
An asterisk follows results filed as active; . = not tested or not shown.

SMILES	m5-HT2A agonist	Cardio protect	TRPM1 prom inh	CaV13 FRET inh	hiPSC survival	PDI turbidity	Shn3 inh set2	NR2E3 ag-1	NR2E3 ag-2	Peg3 promoter	HIF-2a block
Cc1ccc(NNC(=O)c2ccno2)c(C)c1	4.2	-4.9	-14.8	1.8	1.4	6.3	.	0.7	-20.1	7.5	11.3
COc1ccc(CNC(=O)N2CCN(c3ccccc3)CC2)cc1	-3.3	-0.3	-8.2	-4.7	-0.2	8.9	-6.8	1.8	3.4	5.2	6.9
CC1CCCC(C)N1C(=O)COc1ccc(C(=O)Nc2ccccc2N2CCOCC2)cc1 (configuration not stated)	-0.2	14.4	10.0	-2.1	0.1	1.7	21.8	-1.6	11.4	10.3	2.8
O=C(COC(=O)c1ccc(NS(=O)(=O)c2ccc(F)c(F)c2)cc1)NCC1CCCO1 (configuration not stated)	-3.8	-0.4	-0.8	-7.3	-0.6	-1.1	-8.6	-0.5	-8.6	13.9	44.6*
CCOC(=O)c1cnc(-c2ccccc2)[nH]c1=O	0.5	3.1	1.9	-2.4	1.0	-1.3	-16.0	3.8	15.8	-0.8	1.8
Cc1ccc(NC(=O)c2ccc(-n3cncn3)c([N+](=O)[O-])c2)cc1F	1.3	3.4	-8.6	-4.5	3.5	0.9	-3.1	0.3	7.0	-17.2	-26.3
O=C(O)C1CCN(C(=O)CCN2C(=O)S/C(=C\c3ccccc3)C2=O)CC1	3.3	-2.9	5.6	-11.9	0.5	-1.3	8.4	-0.7	-3.3	-1.8	5.5
O=C(O)C(Cc1ccccc1)NC(=O)C(c1ccccc1)c1ccccc1 (configuration not stated)	2.0	-4.2	2.5	-2.7	0.7	8.6	-3.6	1.6	-20.6	3.8	5.6
c1ccc2c(c1)ccc1nnc(-c3ccc4c(c3)OCO4)n12	18.5*	-10.7	15.8	.	-1.7	-0.3	1.7	3.5	-5.2	-24.5	-56.3
C/C(=N\NC(=O)CCCNc1ccccc1)c1ccncc1	-4.5	-0.6	3.7	-3.1	-3.2	0.0	-20.6	1.4	0.8	-2.3	9.2
COC(=O)CCN(Cc1cc(OC)ccc1OC)S(=O)(=O)c1ccccc1Br	-6.3	-3.5	0.5	-5.0	0.4	-2.4	-11.7	.	-25.5	-8.5	9.4
COc1ccc(C(CNC(=O)CNC(=O)c2cccc(C)c2)N2CCOCC2)cc1 (configuration not stated)	-4.1	3.1	0.9	-2.6	-0.4	-41.9	-2.5	-1.9	-14.0	-13.3	0.8
COc1cccc(C2/C(=C(\O)c3ccc4c(c3)OCCO4)C(=O)C(=O)N2CCCn2ccnc2)c1 (configuration not stated)	1.1	2.9	-6.9	-3.2	-0.6	-5.9	-36.0	6.5	-44.0	-12.5	-25.5
COc1cc(-c2noc(C)c2/C=C/c2ccc(C(=O)O)cc2)cc(OC)c1OC	2.6	-0.3	3.5	-5.0	-0.6	1.4	-23.8	4.8	-32.2	6.3	-7.2
O=C(c1ccco1)N1CCN(C(=O)c2cnn(-c3ccc(F)cc3)c2-n2cccc2)CC1	3.3	-1.0	.	-11.4	-1.3	4.9	3.5	.	-8.1	17.9	9.6
COc1ccc(-c2coc3c(C(=O)NCc4ccc(OC)c(OC)c4)cccc23)c(C)c1	-5.3	-9.7	.	-4.6	-2.6	1.5	90.4*	.	91.3*	9.3	17.1
COc1ccc(NC(=O)c2ccccc2C(=O)N2CCCCC2)cc1	1.9	-3.7	-19.0	-5.2	-1.2	-1.3	-0.6	-0.8	-7.2	-26.7	-33.5
CCS(=O)(=O)N1CCC(C(=O)Oc2ccc(Br)cc2)CC1	4.7	-4.7	-4.3	-7.6	-0.5	-3.8	2.1	3.8	19.3	-3.4	11.0
C/C(CC(=O)NC(C)C)=N\NC(=O)C(c1ccccc1)c1ccccc1	-1.0	-0.2	3.9	-6.4	-0.2	8.2	-8.0	0.4	-16.1	10.1	12.9
O=C(N[C@@H]1C[C@H]2CC[C@@H]1C2)c1ccco1	2.9	-3.0	-0.2	15.1	1.4	8.2	-7.3	2.2	-18.4	4.2	18.7

Brought forward from above: 4 compounds, then new ones.
SMILES	m5-HT2A agonist	Cardio protect	TRPM1 prom inh	CaV13 FRET inh	hiPSC survival	PDI turbidity	Shn3 inh set2	NR2E3 ag-1	NR2E3 ag-2	Peg3 promoter	HIF-2a block
COc1ccc(NC(=O)c2ccccc2C(=O)N2CCCCC2)cc1	1.9	-3.7	-19.0	-5.2	-1.2	-1.3	-0.6	-0.8	-7.2	-26.7	-33.5
CCS(=O)(=O)N1CCC(C(=O)Oc2ccc(Br)cc2)CC1	4.7	-4.7	-4.3	-7.6	-0.5	-3.8	2.1	3.8	19.3	-3.4	11.0
C/C(CC(=O)NC(C)C)=N\NC(=O)C(c1ccccc1)c1ccccc1	-1.0	-0.2	3.9	-6.4	-0.2	8.2	-8.0	0.4	-16.1	10.1	12.9
O=C(N[C@@H]1C[C@H]2CC[C@@H]1C2)c1ccco1	2.9	-3.0	-0.2	15.1	1.4	8.2	-7.3	2.2	-18.4	4.2	18.7
CCCCC[C@@H](C)N1C[C@@H](COCc2ccccc2)Oc2cc(N3CCC[C@H]3COC)ccc2S1(=O)=O	0.8	.	.	-9.5	-0.8	.	.	.	17.1	.	5.7
CCOC(=O)c1c(NC(=O)CCC(=O)N(CC)CC)sc2c1CC(C)(C)OC2	1.4	2.3	-4.6	3.4	0.2	10.7	4.5	-0.8	0.2	12.1	13.5
O=C(c1ccc(S(=O)(=O)Cc2cc(F)ccc2F)c([N+](=O)[O-])c1)N1CCOCC1	6.3	-15.1	.	-5.1	-3.9	-9.4	13.8	.	-1.1	16.4	-2.1
O=C1C2C(c3ccccc3)CC=CC2[C@H](c2ccc(C(F)(F)F)cc2)N1Cc1ccccc1 (some centres not stated)	-1.3	-27.0	-15.8	-6.5	-1.9	-3.6	-0.3	-0.1	-10.7	29.6	39.7
O=C(c1ccco1)N1CC2(CC(c3ccc(Cl)cc3)=NO2)CN1Cc1ccc(Br)cc1 (configuration not stated)	-5.0	-5.9	.	-3.0	-0.8	12.1	16.9	.	-19.5	13.9	-17.4
Cc1c(C(Nc2ccccn2)c2ccc(Cl)cc2)c(=O)n(-c2ccccc2)n1C (configuration not stated)	3.7	15.7	11.1	-3.1	2.7	3.8	24.7	3.2	-24.9	-8.4	2.6
O=C(NC1CC1)C1CCN(S(=O)(=O)c2cc([N+](=O)[O-])ccc2Cl)CC1	-9.7	1.0	7.7	-3.0	2.1	-1.2	1.5	1.2	-6.5	10.0	-2.1
COCCN(C(=O)C1CCCC1)c1c(N)n(Cc2ccccc2)c(=O)[nH]c1=O	5.5	-2.3	10.0	-3.0	-0.6	-1.8	0.0	2.1	15.2	-0.8	15.4
COc1ccc(C(=O)N2CCc3cc(OC)c(OC)cc3C2c2ccc(OC)c(OC)c2)cc1 (configuration not stated)	-3.2	5.5	9.8	-19.5	0.1	3.5	1.5	3.2	-19.5	19.4	22.0
O=C(O)CCCC(=O)Nc1ccc(Cl)c(Cl)c1	-2.5	3.5	-3.6	-5.1	1.6	-2.9	4.1	3.4	-10.6	-5.0	5.9
Cc1ccc(S(=O)(=O)CCSc2ccc(C(F)(F)F)cn2)cc1	-1.0	-2.2	.	8.8	-0.1	-0.2	.	-0.7	11.4	-10.8	-9.3
Cc1cc(C(=O)N2CCOCC2)c(C)o1	-1.6	1.5	3.1	.	0.1	2.8	29.3	-0.1	-22.9	-10.5	1.7
CN(CCC#N)C(=O)COC(=O)c1ccc(Cl)c(S(N)(=O)=O)c1	1.5	2.9	0.9	-3.4	-1.3	1.2	-11.5	4.4	-19.9	-3.3	14.9
CCOC(=O)c1cc(-c2cccs2)nc2onc(C)c12	4.1	-14.0	-7.4	-2.0	4.4	-1.8	-6.3	0.4	-4.6	-1.4	-10.2
CCC(=O)Nc1nc(C)c(-c2csc(Nc3cccc(O)c3)n2)s1	-1.6	8.6	11.4	-4.4	-0.1	-3.7	38.4	-0.5	2.6	-58.6	-50.0
CN1CCN(c2ccc(-c3cccc(NC(=O)COc4ccc(Cl)cc4)c3)nn2)CC1	-7.7	-10.6	-66.2	-5.6	-0.3	-7.8	-99.7	-2.9	-89.4	-160.6	-120.8
O=[N+]([O-])c1ccc(NCc2ccncc2)cc1	6.4	8.2	2.9	-21.7	-0.9	-2.4	-16.7	-0.2	-2.9	11.9	17.7
CCCc1nc2ccccc2c(C(=O)OC(C)C(=O)NCc2ccc3c(c2)OCO3)c1CC (configuration not stated)	-2.7	1.5	-5.2	-4.7	-0.4	1.5	19.3	1.7	-28.6	28.1	10.5
Cc1cccc(C)c1OCCCn1ccnc1	-4.1	-1.7	14.1	-3.9	-0.4	-1.6	-0.2	4.2	-34.1	0.2	13.2
O=C(NCc1cccnc1)C1CCCN(S(=O)(=O)c2ccccc2)C1 (configuration not stated)	4.3	-1.3	-7.7	-9.9	-2.1	-3.8	-39.3	0.0	7.5	7.8	-4.0
COc1ccc(OC)c(C2Nc3c(Cl)ccc(C(=O)O)c3C3C=CCC32)c1 (configuration not stated)	-2.5	1.8	-4.4	-3.9	-0.1	3.3	-5.2	3.5	-9.5	20.8	14.5
Cc1cc(C)cc(NC(=O)COC(=O)c2n[nH]c3ccccc23)c1	-7.9	-19.0	-27.7	0.5	-0.1	10.1	-10.8	-5.5	-42.0	-127.3	-147.7
O=C1S/C(=C\c2ccc(N3CCOCC3)o2)C(=O)N1c1ccccc1	0.9	-17.6	-61.9	-5.1	-1.9	-9.0	13.4	2.8	-20.2	-142.0	-64.6
CCOC(=O)c1nc(N)c(=O)n(-c2ccc(C)cc2)n1	-8.3	-2.1	-2.2	-4.6	7.4	-5.7	-11.4	3.8	-17.2	1.4	12.9
COc1ccc(CC(N)c2csc(NC(=O)NCCc3ccccc3)n2)cc1 (configuration not stated)	-2.6	13.5	.	-7.3	-4.4	14.6	-2.1	.	22.3	57.9*	7.9
Cc1cc(=O)oc2cc(NC(=O)CCOc3ccccc3)ccc12	3.9	-0.3	-51.4	-2.8	0.2	-9.0	-35.9	-5.3	-60.0	-86.7	-117.6
Cc1ccc(C(=O)N2CCN(S(=O)(=O)N3CCCCC3)CC2)cc1	5.6	5.0	1.3	.	0.5	-7.9	-7.8	1.5	-5.6	15.0	3.8

Compound activity deposited in PubChem by several laboratories.
